MT1-MMP act inh: MT1-MMP (human) activation inhibition | P50281 | HT1080 RFP-PRO-GFP cells, GFP/RFP ratio fluorescence, overnight; percent of plate control window, DMSO zero | GFP/RFP ratio change, % at 20 µM | actives 0.061% (n = 360,000) | AID 651647;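 active = GFP/RFP ratio change of at least 30% with cell ATP level not reduced by more than half and red fluorescence within 50% of control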; note: strong numbers were not always called active
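Material – HT1080 RFP-PRO-GFP cells · Control set – DMSO wells and RFP-L50D-GFP cells · Incubation – overnight cell settling, then overnight compound exposure, 37 °C, 5% CO2 · Compound dosing – single-point 20 µM compound, 1% DMSO · Read-out – GFP/RFP fluorescence ratio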
Neddyl block: inhibitors of human cullin neddylation; calls only at 25 µM; TR-FRET cullin neddylation, biochemical; actives 0.58% (n = 360,000); in the data active = inhibition above about 36%
Rin1 Abl inh: inhibitors of human Rin1-Abl protein interaction | AID 588664 | TR-FRET Rin1/Abl binding, biochemical | actives 0.4% (n = 360,000) | inhibition, % at 7.35 µM; in the data active = inhibition above about 5%, passing the limit was not always enough
CendR NRP1 mod: alters CendR peptide binding to human NRP-1; FAM-RPARPAR peptide binding to NRP-1, fluorescence polarization; actives 0.85% (n = 360,000); inhibition, % at 25 µM; O14786;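 active = inhibition or corrected inhibition above about 18%, plus a signal ratio from 0.5 to 1.5, limit read from the data, passing the limit was not always enough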; note: strong numbers were not always called active
Target sequence (O14786 whole entry, looked up): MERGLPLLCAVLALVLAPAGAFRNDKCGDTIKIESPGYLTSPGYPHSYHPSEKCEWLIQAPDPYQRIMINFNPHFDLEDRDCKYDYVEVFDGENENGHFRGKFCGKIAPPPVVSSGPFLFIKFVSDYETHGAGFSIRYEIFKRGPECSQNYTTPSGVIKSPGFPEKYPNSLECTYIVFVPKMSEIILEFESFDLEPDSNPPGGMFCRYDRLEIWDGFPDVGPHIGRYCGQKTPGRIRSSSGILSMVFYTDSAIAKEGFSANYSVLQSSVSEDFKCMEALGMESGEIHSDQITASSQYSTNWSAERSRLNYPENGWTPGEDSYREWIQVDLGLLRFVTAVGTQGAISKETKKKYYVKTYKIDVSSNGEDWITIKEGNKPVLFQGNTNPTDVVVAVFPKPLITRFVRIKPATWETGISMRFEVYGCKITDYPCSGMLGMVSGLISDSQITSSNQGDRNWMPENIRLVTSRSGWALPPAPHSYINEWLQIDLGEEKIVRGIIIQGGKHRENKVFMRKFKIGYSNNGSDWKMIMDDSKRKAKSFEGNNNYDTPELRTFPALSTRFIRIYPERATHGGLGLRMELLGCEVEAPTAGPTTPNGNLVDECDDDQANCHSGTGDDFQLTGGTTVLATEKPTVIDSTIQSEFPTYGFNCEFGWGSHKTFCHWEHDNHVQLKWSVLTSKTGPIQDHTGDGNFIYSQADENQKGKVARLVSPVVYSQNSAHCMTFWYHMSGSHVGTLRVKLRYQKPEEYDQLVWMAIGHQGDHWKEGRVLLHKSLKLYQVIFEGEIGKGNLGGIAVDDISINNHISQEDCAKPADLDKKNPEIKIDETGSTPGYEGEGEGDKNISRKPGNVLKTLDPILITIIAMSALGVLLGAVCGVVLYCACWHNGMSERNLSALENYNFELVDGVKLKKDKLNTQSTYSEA
MsrA act: activators of bovine methionine sulfoxide reductase A; purified bovine MsrA, absorbance read-out; activation, % at 10.6 µM; actives 0.3% (n = 360,000); in the data active = activation above about 7.5%;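 note: 0% = vehicle and 100% = reference activator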
SKN-1 block: C. elegans SKN-1 inhibition; inhibition, % at 21.8 µM; AID 624304; C. elegans VP596 Pgst-4::GFP/RFP ratio, acrylamide-induced, 24 h; actives 0.49% (n = 360,000);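 active = interference check ratio from 0.5 to 1.5 plus GFP to RFP signal ratio inhibition reaching or exceeding a fixed threshold, cut at about 30% in these data, passing the limit was not always enough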; note: some compounds called inactive have numbers as strong as hits
PABP1 MLLE inh: inhibitors of microRNA-mediated deadenylation, human PABP1 MLLE binding; P11940; GST-MLLE / FITC-PAM2 fluorescence polarization; inhibition, % at 20 µM; actives 0.36% (n = 360,000); AID 588489; in the data active = inhibition above about 35%, passing the limit was not always enough;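 note: plate controls were DMSO wells with GST-MLLE for no effect and wells lacking GST-MLLE protein for full effect; some results filed as inactive read as strong as hits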
E coli Lon inh: E. coli protease La inhibition. P0A9M0. purified E. coli Lon protease, fluorescence polarization. AID 602123. inhibition, % at 7.94 µM. actives 0.42% (n = 360,000); in the data active = inhibition above about 13%, passing the limit was not always enough;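 note: 0% = enzyme with probe and DMSO and 100% = no enzyme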
FAS-TE inh: inhibitors of human fatty acid synthase thioesterase domain; P49327; recombinant FAS-TE, OMFH fluorogenic substrate, fluorescence endpoint; inhibition, % at 15 µM; actives 0.67% (n = 360,000);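 active = compounds whose normalised, plate-corrected inhibition of enzyme fluorescence in the single-dose primary screen is 50% or more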;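 note: 0% = DMSO with enzyme and 100% = substrate without enzyme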
An asterisk follows results filed as active; i = inactive; . = not tested or not shown; + = active, no number.

The line under a structure holds: MsrA act	E coli Lon inh	MT1-MMP act inh	FAS-TE inh	CendR NRP1 mod	Rin1 Abl inh	PABP1 MLLE inh	Neddyl block	SKN-1 block
COc1ccc(CN(C(=O)c2oc3cc(C)ccc3c2C)C2CCS(=O)(=O)C2)cc1OC (stereo not drawn)
  4	-6	1	9	6	1	10	i	-21
CCOc1ccccc1-c1nc(C(N)=O)c2[nH]c(=O)n(-c3ccc(F)cc3)c2n1
  -11	-5	-2	-5	-8	-3	-10	i	2
O=C(O)CCCCCNS(=O)(=O)/C=C/c1ccccc1
  -3	1	-1	0	19	3	-2	i	-4
CC(C)(C)C(=O)CSc1ccc(S(=O)(=O)N2CCCC2)cn1
  -6	8	3	7	2	3	25	i	-5
O=c1onc(-c2ccccc2)n1Cc1ccc([N+](=O)[O-])cc1
  -3	-4	4	5	-1	-1	4	i	21
CCOC(=O)c1ccc(S(=O)(=O)Nc2ccc(N3CCOCC3)cc2)cc1
  -11	5	1	0	0	-1	2	i	9
COc1ccc2[nH]c(C(=O)N3CCc4ccccc4C3)c(C)c2c1
  -1	-2	1	4	2	0	-16	i	16
COc1ccc([N+](=O)[O-])cc1NC(=O)Cc1c(Cl)cccc1Cl
  -4	3	5	7	-3	0	-8	i	6
CCc1ccc(CCC(=O)Nc2ccc(Br)cc2)o1
  -11	8	8	10	-9	3	-7	i	10
Cc1ccc2[nH]c(=O)c(CN(Cc3nnnn3Cc3ccccc3)C3CCCC3)cc2c1
  2	-7	-4	4	2	-3	-18	i	16
CC(=O)OCC1OC(n2ccc3ccccc32)C(OC(C)=O)C(OC(C)=O)C1OC(C)=O (stereo not drawn)
  -2	10	-9	-1	-11	-1	5	i	14
Cc1csc(NC(=O)CCNC(=O)c2ccccc2Cl)n1
  -7	-7	-2	-4	-3	1	9	i	5
COc1ccccc1C(=O)COC(=O)c1nc2nc(C)cc(C)n2n1
  -2	2	2	-6	3	-3	-12	i	12
NS(=O)(=O)c1cccc(NS(=O)(=O)c2ccc(/C=C/C(=O)OCC(=O)c3ccc(Br)cc3)cc2)c1
  -8	6	2	4	-5	7	-3	i	-1
COc1ccc(C(=O)C2CCCN(Cc3cccn3-c3nccs3)C2)cc1F (stereo not drawn)
  -2	0	3	11	1	3	-3	i	-8
Cc1cc(OCC(=O)OCC(=O)NC2CCCC2)ccc1Cl
  -3	-4	0	-3	-1	-1	15	i	5
COc1ccc(NC(=O)CCC(=O)c2ccc(F)cc2)cc1
  1	2	0	-2	-1	1	11	i	-2
Cc1noc(C)c1S(=O)(=O)N(C)CC(=O)Nc1ccc(F)cc1
  0	3	2	-3	4	1	11	i	-2
COc1ccc(CC(N)c2csc(NC(=O)Nc3ccc(F)cc3)n2)cc1 (stereo not drawn)
  -1	8	-6	-4	-2	-1	-16	i	14
Cc1onc(-c2ccccc2)c1C(=O)N1CCN(C)CC1
  -8	2	-3	-9	-4	3	5	i	5
O=C(COC(=O)c1cccnc1Cl)Nc1ccc(S(=O)(=O)N2CCOCC2)cc1
  6	-6	5	-2	6	0	-9	i	3
O=C1c2ccccc2C(=O)N1c1nc(-c2cccs2)cs1
  -3	-3	5	-4	-22	-1	14	i	8
Brc1ccccc1OCCCCn1cnc2ccccc21
  -1	8	-11	16	-8	5	-8	i	4
COc1cc([N+](=O)[O-])cc(/C=N/NC(=O)C(C)Nc2cccc3ccccc23)c1O (stereo not drawn)
  -3	2	4	8	32*	-1	1	i	1
COc1ccc(C(=O)c2coc3ccc(O)c(CN4CCCCC4)c23)cc1
  -5	-10	-2	-9	1	-1	-7	i	5
COc1ccc(S(=O)(=O)N(C)C[C@@H]2OCCCC[C@@H](C)Oc3ccc(NC(=O)NC(C)C)cc3C(=O)N([C@H](C)CO)C[C@@H]2C)cc1
  0	3	1	4	-2	2	-39	i	12
Cc1[nH]c2c(C)cccc2c1CCNS(=O)(=O)c1cccc([N+](=O)[O-])c1
  -6	-5	2	3	-7	2	1	i	-5
Cc1c(NC(=O)c2ccc3c(c2)OCO3)cccc1-c1nc2ccccc2o1
  -10	4	-2	13	-11	1	-3	i	-42
COCCN(C(=O)c1ccccc1OC)c1nnc(C)s1
  -9	0	-3	-4	-2	-4	15	i	-8
O=C(Nc1cccc(C2=NCCN2)c1)Nc1cccc(C2=NCCN2)c1
  0	1	4	-2	-9	-7	7	i	-2
Cc1cc(C)cc(S(=O)(=O)c2cn(C)c3cc(N4CCN(C)CC4)c(F)cc3c2=O)c1
  0	-6	-4	-6	-13	1	9	.	-6
Cc1ccc(N(C)S(=O)(=O)c2c(C)[nH]c(C)c2C(=O)N2CCCC2)cc1
  -2	5	3	-3	5	2	-1	i	11
O=C(Cc1n[nH]c(=O)c2ccccc12)OCC(=O)c1ccc2c(c1)OCCO2
  -8	-1	2	-1	2	6	2	i	-63
Cc1cc(C)n(CC(O)CN2C(=O)NC(C)(C)C2=O)n1 (stereo not drawn)
  -3	1	-1	-6	-4	0	6	i	1
CCn1ncc(CN2CCC(Oc3cc(C(=O)NC4CC4)ccc3OC)CC2)c1C
  0	-6	-4	-2	2	2	7	i	-7
COCCNC(=O)c1cc2c(=O)[nH]c3ccccc3c2s1
  -3	1	2	-5	-6	-3	-2	+	-7
CCOc1ccccc1OCC(=O)NN=C1CCCC(=O)C1
  -12	36*	.	-6	-3	1	-6	i	-12
CN(C)CC(C)(C)CNC(=S)Nc1ccc(S(=O)(=O)N2CCOCC2)cc1
  -5	-10	-2	-7	2	2	18	i	-2
Cn1cc(CN2CCC(CO)CC2)c(-c2ccc(Oc3ccccc3)cc2)n1
  -2	0	0	-2	4	1	1	i	13
CCOc1ccc(/C=C2\SC(=S)N(CCC(=O)N(CCO)c3ccccc3)C2=O)cc1
  -4	-8	0	13	0	-1	-10	i	8
Cn1c(COc2ccc(C(=O)O)cc2)nc2ccccc21
  -10	2	4	-6	14	0	4	i	6
O=S(=O)(Nc1ccccc1N1CCOCC1)c1c(F)cc(F)cc1Br
  -6	-3	2	11	7	2	6	i	11
CCSc1nnc(NC(=O)C(C)(C)C)s1
  -2	-14	4	-4	-8	1	2	i	8
O=C(O)c1ccc(NC(CSCc2cccc(F)c2)C(=O)O)c([N+](=O)[O-])c1 (stereo not drawn)
  -1	-8	9	-3	7	-3	-2	i	6
COc1cccc(C(=O)NCC(=O)N2CCC(C)CC2)c1
  -3	-1	1	-3	1	-3	-7	i	8
CCOc1ccccc1N(CC(=O)N/N=C(\C)c1cccc(Br)c1)S(C)(=O)=O
  -1	-9	-2	6	12	4	-3	i	14
COc1cccc(CNC(=S)Nc2ccc3c(c2)c(=O)n(C)n3Cc2csc(C)n2)c1
  -2	4	1	-6	-22	1	-15	.	-8
Cc1ccc(-n2c(C)cc(C)c(C#N)c2=O)cc1Cl
  -5	-11	-2	4	0	0	1	i	-2
CCN(CC)C(=O)CSc1nnc(-c2ccc(S(=O)(=O)NCc3ccccc3Cl)cc2)o1
  -12	12	.	-6	5	3	-9	i	-3
CC(=O)Nc1cccc2c1Cc1cc([N+](=O)[O-])ccc1-2
  -2	-6	-4	4	-22	-1	5	i	-19
Cn1cnc2c(cnn2C)c1=N
  -5	-2	-1	-7	10	2	-5	i	11
O=C(NC1CCCCC1)c1cccnc1Sc1ccccc1
  -1	3	-1	3	-5	1	5	i	14
CN1CCOCCOCCN(C)C1=O
  -2	-5	2	-7	6	1	-3	i	5
CCN1C(=O)CC(C(=O)Nc2ccc(F)cc2)SC1=Nc1cccc(OC)c1 (stereo not drawn)
  -11	-2	3	15	-1	-1	13	i	-1
COc1ccc(CCNC(=O)c2cc(-c3cc(Cl)ccc3O)n[nH]2)cc1OC
  0	6	5	5	3	-2	16	i	5
CCn1cc(/C=C(\NC(=O)c2ccccc2)C(=O)NCCCn2ccnc2)c2ccccc21
  -13	-5	8	-9	-5	-2	14	i	22
Cc1ccc(SCC(=O)NNC(=O)c2ccccc2)cc1C
  -2	-5	-2	-1	5	3	-13	i	6
COCCNc1nnc(SCC(=O)NNC(=O)c2ccccc2)s1
  0	-6	3	-3	-8	2	19	i	-1
Cn1c(C(=O)N2CCc3ccccc3C2)cc2c(=O)n3ccccc3nc21
  -10	-1	-4	-1	-15	1	24	.	9
CC(=O)c1ccc(NC(=O)C2CCCN(C(=O)c3ccc(Cl)cc3)C2)cc1 (stereo not drawn)
  -8	-3	-2	1	4	1	-12	i	-4

Next part
The line under a structure holds: MsrA act	E coli Lon inh	MT1-MMP act inh	FAS-TE inh	CendR NRP1 mod	Rin1 Abl inh	PABP1 MLLE inh	Neddyl block	SKN-1 block
CSCCC(NC(=O)c1ccco1)C(=O)N(C)CC(=O)Nc1c(Cl)cccc1Cl (stereo not drawn)
  -5	-5	1	-4	4	3	2	i	9
COC(=O)[C@@H]1C[C@@]2(O)[C@H](O)[C@H](O)[C@H](O)C[C@H]2N1C/C=C/c1ccccc1
  -2	6	-2	-6	12	0	4	i	3
COc1ccccc1N(CC(=O)NCCSCc1cccc(Cl)c1)S(C)(=O)=O
  0	-1	5	1	4	4	0	i	-13
COC(=O)CCC(=O)COc1ccc(OC)cc1C#N
  -1	4	-3	-2	4	0	10	i	16
Cc1ccc2cc(CN(CCN(C)C)C(=S)Nc3ccccc3)c(=O)[nH]c2c1C
  -3	-5	1	6	2	1	-17	i	5
CC(C)c1ccc(CN(C(=O)c2cccs2)C2CCS(=O)(=O)C2)cc1 (stereo not drawn)
  -3	6	-5	3	18*	-3	2	i	12
COc1cccc(N2CCN(C(=O)c3[nH]c(C)c(C(C)=O)c3C)CC2)c1
  -2	5	-1	-5	10	1	9	i	-11
COc1ccc(OC)c(C2=C/C(=C/c3ccccn3)C(=O)O2)c1
  -4	-17	-5	-1	89	2	-41	i	0
C=CCNc1nc(SC)nc2ccsc12
  -1	3	-3	-10	6	0	7	i	-16
C=CCn1c(O)c(N=NC(=S)Nc2cccc(OC)c2)c2ccccc21
  -4	-1	3	30	2	-4	33	i	2
OC(c1cc(Cl)cc(Cl)c1)c1ncc(-c2ccccc2F)[nH]1 (stereo not drawn)
  0	1	5	12	-6	-5	4	i	11
CCn1nc(NC(=O)c2ccccn2)c2cc3cccc(C)c3nc21
  -2	-7	1	10	-9	4	-9	.	7
O=C(NCCc1c[nH]c2ccccc12)/C(=C\c1cccnc1)NC(=O)c1ccccc1F
  0	-6	0	-2	11	-3	-8	i	26
O=C(CCc1ccccc1)N1CCN(c2ccc(F)cc2)CC1
  -3	1	0	2	-7	-1	6	i	3
Cc1ccccc1-n1nc(C)c(N=O)c1N
  -5	4	0	-8	11	-6	-7	i	0
COC(=O)CSc1nnc(CSc2nc(C)cc(C)n2)o1
  -2	-7	2	1	6	1	-56	i	-3
CCC(C(=O)NCc1ccccc1)n1c(C2CCN(C(C)=O)CC2)nc2ccccc21 (stereo not drawn)
  .	.	-1	.	-3	.	.	i	-7
CC(C)(C)CCN1CCC(CN2CCNC2=S)CC1
  -4	-6	1	-12	6	-1	-5	i	-2

Arranged by heavy-atom count (low to high): part of the list above
The line under a structure holds: MsrA act	E coli Lon inh	MT1-MMP act inh	FAS-TE inh	CendR NRP1 mod	Rin1 Abl inh	PABP1 MLLE inh	Neddyl block	SKN-1 block
COC(=O)CCC(=O)COc1ccc(OC)cc1C#N
  -1	4	-3	-2	4	0	10	i	16
COc1ccc(OC)c(C2=C/C(=C/c3ccccn3)C(=O)O2)c1
  -4	-17	-5	-1	89	2	-41	i	0
COC(=O)[C@@H]1C[C@@]2(O)[C@H](O)[C@H](O)[C@H](O)C[C@H]2N1C/C=C/c1ccccc1
  -2	6	-2	-6	12	0	4	i	3

Screens as filed in PubChem.
